AID inh – Primary qHTS assay for inhibitors of Activation Induced Cytidine Deaminase (AID): AID signal; Single-stranded DNA cytosine deaminase (Homo sapiens), Q9GZX7; AID deamination FRET fluorescence, UDG-coupled, 4 h; Potency, µM (series often up to 115 µM), without a hit: at the top dose activity change, negative = inhibition, actives largely listed as inhibitors; 91,000 compounds, 0.32% hits; note: nearly all actives have a fitted effect of over 25% in size
Target sequence (Q9GZX7 whole entry, looked up): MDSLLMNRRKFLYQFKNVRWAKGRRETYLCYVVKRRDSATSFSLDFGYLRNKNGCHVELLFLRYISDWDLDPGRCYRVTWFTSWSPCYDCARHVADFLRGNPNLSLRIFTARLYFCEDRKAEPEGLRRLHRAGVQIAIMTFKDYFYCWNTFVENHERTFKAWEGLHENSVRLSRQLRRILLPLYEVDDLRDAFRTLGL
UDG counter – Primary qHTS assay for inhibitors of Activation Induced Cytidine Deaminase (AID): UDG Counterscreen signal. 91,000 compounds, 0.14% hits. FRET deamination/UDG coupled assay, UDG read, 4 h. Potency, µM (doses to about 115 µM), for inactives: at the highest dose activity change, negative = inhibition, usual class: inhibitors; note: nearly all actives have a fitted effect of over 65% in size
Starred values were filed as active, the others as inactive; ? = inconclusive; [ ] = dose if it differs, or a comment. Calls come from the whole dose curve; as a rule, active = well fitted curve in the direction sought with a large enough effect; inconclusive = small, poorly fitted or top-dose-only effect, or another doubt; inactive = no such curve, though single readings can be large; an effect the other way counts as inactive or inconclusive. % is set by controls: 0 for no effect and ±100 for the full control effect; potency is the fitted concentration of half-maximal effect. Not all compounds are listed; rates above refer to the full screens.

SMILES | AID inh | UDG counter
Cc1ccc(-c2nnc(C(C)Sc3nc4ccccc4c(=O)n3CCCO)o2)cc1 (stereo not given) | -9.6% | -2.8%
Cc1c(NC(=O)COC(=O)C2(c3ccc(Cl)cc3)CCCC2)cccc1[N+](=O)[O-] | 16.6% | 6.3%
CCCOc1ccc(Cn2c(=O)sc3ccccc32)cc1 | ? | 0.0%
CCC(C)c1ccc2oc(-c3ccc(N)cc3)nc2c1 (stereo not given) | -12.2% | -0.5%
CN1C(C(=O)Nc2ccc(F)cc2F)=CC(c2ccco2)=NS1(=O)=O | 6.1% | 2.3%
CNC(=O)C1CCC(Cn2c(=O)c3sccc3n(CC(=O)Nc3cc(F)ccc3F)c2=O)CC1 (stereo not given) | 1.9% | 8.5%
CC(=O)c1cccc(NC(=O)C2CCN(c3ncnc4c3nc3n4CCCCC3)CC2)c1 | 1.6% | 3.1%
Cc1ccc(C(C)NC(=O)NCCNc2ncccc2C#N)cc1 (stereo not given) | -0.8% | 4.5%
CC(C)NCC(O)COc1ccc(CC(N)=O)cc1 (stereo not given) | 0.8% | 3.0%
CCN(CC)Cc1ccccc1CNC(=O)CCn1cnc2sc(C)c(C)c2c1=O | -9.1% | -7.5%
CCNC(=O)c1cnc2c(-c3ccccc3)c(C)nn2c1C | 0.5% | 58.5%[activator]
CC(C)Cc1nnc(NC(=O)Cn2ccc3ccc(F)cc32)s1 | -7.6% | -4.9%
COC(=O)c1ccc(Cn2nnc3c(=O)[nH]c(C4CCCN(S(=O)(=O)c5ccccc5Cl)C4)nc32)cc1 (stereo not given) | -16.9% | -1.0%
CC(C)CN[C@H]1CS(=O)(=O)C[C@@H]1S(=O)(=O)c1ccccc1 | 4.5% | -1.7%
CC(C)CNC(=O)NC(NC(=O)C1CCCCC1)(C(F)(F)F)C(F)(F)F | -1.1% | -0.9%
CCCCCC1CCC(c2ccc(-c3ccc(CC)cn3)cc2)CC1 (stereo not given) | 3.0% | 2.4%
CC(CC(=O)Nc1cccc(Br)c1)n1ccnc1 (stereo not given) | -3.8% | -0.7%
Cc1cc2oc(C(=O)Nc3ccc(S(=O)(=O)N4CCC(C)CC4)cc3)cc(=O)c2cc1C | 1.9% | -19.2%
Cc1ccc(CNC(=O)C(C)n2nc(C)n3c(cc4sccc43)c2=O)cc1 (stereo not given) | -18.3% | 17.4%
CC(=O)N1CCc2c(sc(NC(=O)CSc3ccc(C)cc3)c2-c2nc3ccccc3s2)C1 | 182.9%[activator] | 17.0%
CC(C)NC(=O)Cn1nc(N2CCN(c3ccccc3)CC2)ccc1=O | 5.9% | -8.5%[57.5 µM]
CC1CCN(S(=O)(=O)c2ccc(C(=O)Nc3sc4c(c3C(N)=O)CC(C)(C)NC4(C)C)cc2)CC1 | 10.3% | -2.8%
CCCCN(C(=O)CCn1c(=O)oc2ccccc21)c1ccccc1 | -11.3% | -6.0%
Cn1c(=NC(=O)c2ccc(S(=O)(=O)N3CCCC3)cc2)sc2cc(F)ccc21 | 3.9% | 1.2%
O=C(CCc1ncc(-c2ccc(Cl)cc2)o1)NCC1CCCO1 (stereo not given) | 3.2% | 6.1%
Cc1cc(OCC(=O)Nc2ccc3oc(-c4ccncc4)nc3c2)ccc1Cl | -14.0% | -0.6%
CCOC(=O)CSc1nc2c([nH]c3ccccc32)c(=O)n1-c1ccc(OCC)cc1 | -25.2% | -8.5%
CCCN1CCN(CCCNC(=O)C(CC)n2nc(C)n3c(cc4occc43)c2=O)CC1 (stereo not given) | 15.6% | 6.1%
CC(C)c1ccc(-c2nc3cc(N)ccc3o2)cc1 | ? | ?
Cc1ccccc1CN1CCN(S(=O)(=O)c2cn(C)nc2C)CC1 | -3.4% | 1.4%
CCOc1ccc(-c2cc(C)n3nc(C(=O)Nc4cc(Cl)ccc4O)cc3n2)cc1 | -18.6% | 12.4%
CC(=O)Nc1sc(C)c(C)c1C#N | -4.2% | 0.1%
COCCCNC(=O)c1cc(-c2ccc(OC)cc2)nc2ccccc12 | -2.2% | 5.0%
Cc1ccc(C(=O)Nc2ccc(S(=O)(=O)O)c3cc(S(=O)(=O)O)cc(S(=O)(=O)O)c23)cc1NC(=O)c1cccc(NC(=O)Nc2cccc(C(=O)Nc3cc(C(=O)Nc4ccc(S(=O)(=O)O)c5cc(S(=O)(=O)O)cc(S(=O)(=O)O)c45)ccc3C)c2)c1 | 7.08µM* | 8.1%
CC(C)COc1ccc(C(=O)Nc2cc(-c3ccccc3)no2)cc1 | 5.2% | -6.6%
CCN1CCC[C@H]1CNC(=O)c1c(O)c(Cl)cc(Cl)c1OC | 2.8% | 0.8%
Cc1ccc(CNC(=O)c2ccc(CS(=O)Cc3ccc(C)cc3)o2)cc1 (stereo not given) | -0.7% | -3.5%
Cc1ccc(NC(=O)c2cnc3ccccc3n2)nc1 | -8.2% | -5.0%
CN1CCN(c2oc(COc3ccc(F)cc3)nc2C#N)CC1 | -2.1% | -0.6%
CSc1ccc(NC(=O)Cn2nnnc2-c2ccccc2F)cc1 | 6.1% | 0.1%[57.5 µM]
CCC(C)NC(=O)c1ccc2c(c1)nc1n2CCCCC1 (stereo not given) | -4.5% | -9.6%[57.5 µM]
CCOC(=O)Cc1ccc(C(=O)/C=C/c2ccc(Cl)cc2)cc1 | -25.6% | -17.9%
O=C(CSc1nnc(-c2ccncc2)n1-c1ccccc1)Nc1ccc(Br)cc1 | -17.6% | -5.6%[57.5 µM]
CC(=O)N1CCC(N(Cc2ccc(C)o2)C(=O)Nc2cccc(C(F)(F)F)c2)CC1 | -12.8% | -6.3%
COc1ccc(CNC(=O)C2CCN(S(=O)(=O)c3cccc4nonc34)CC2)cc1OC | 15.0% | 0.0%
Cc1cc(NC(=O)COC(=O)C2(c3ccccc3F)CCCC2)no1 | -0.5% | 6.6%
O=C(Nc1ccc(SCc2cccnc2)cc1)c1ccc2c(c1)OCCCO2 | -3.4% | 3.2%
COCCn1c(SCc2c(F)cccc2Cl)nc2c1c(=O)[nH]c(=O)n2C | -15.6% | -8.7%
O=C(Cn1c(=O)n(Cc2ccc(C(=O)NCc3ccc4c(c3)OCO4)cc2)c(=O)c2ccccc21)Nc1ccccc1F | -5.7% | 3.0%
CCOCCCNC(=O)CCn1ccc2cc(S(=O)(=O)N3CCCCC3)ccc21 | -5.7% | 32.4%[activator]
COc1cc(Br)c(C=O)cc1OC | -4.7% | -1.1%
Cc1ccc(C(=O)CSc2nc(-c3ccccc3)nc3c2CCCC3)cc1 | -22.3% | -3.8%
CC(C)CN1CCC(CN2CCOCC2)CC1 | -0.1% | 3.4%
Cn1nccc1C(=O)NCc1ccc2c(c1)CCN2C(=O)c1ccccc1 | -0.3% | ?
CCCC(C)(C)NC(=O)Cc1ccc(OC)c(OC)c1 | -5.8% | -5.2%
O=C(C1CC(=O)N(c2cccc(C(F)(F)F)c2)C1)N1CCNCC1 (stereo not given) | 4.6% | 6.3%
O=S(=O)(Cc1ccccc1)NCCNS(=O)(=O)Cc1ccccc1 | -1.7% | -1.1%
Cc1ccccc1-n1nnnc1C1(Nc2ccccc2)CCCC1 | -3.0% | -6.5%
CC(C)C(NC(=O)c1ccc(I)cc1)C(C)C | 3.4% | 5.1%
Cc1occc(=O)c1OCc1noc(C(=O)NCc2ccccc2)n1 | 7.2% | -0.7%

12 structures already listed, sorted by molecular weight, ascending:
SMILES | AID inh | UDG counter
CC(C)NCC(O)COc1ccc(CC(N)=O)cc1 (stereo not given) | 0.8% | 3.0%
CCCOc1ccc(Cn2c(=O)sc3ccccc32)cc1 | ? | 0.0%
CCOC(=O)Cc1ccc(C(=O)/C=C/c2ccc(Cl)cc2)cc1 | -25.6% | -17.9%
CCCCCC1CCC(c2ccc(-c3ccc(CC)cn3)cc2)CC1 (stereo not given) | 3.0% | 2.4%
Cc1occc(=O)c1OCc1noc(C(=O)NCc2ccccc2)n1 | 7.2% | -0.7%
CSc1ccc(NC(=O)Cn2nnnc2-c2ccccc2F)cc1 | 6.1% | 0.1%[57.5 µM]
CC(C)C(NC(=O)c1ccc(I)cc1)C(C)C | 3.4% | 5.1%
Cc1cc(NC(=O)COC(=O)C2(c3ccccc3F)CCCC2)no1 | -0.5% | 6.6%
CN1C(C(=O)Nc2ccc(F)cc2F)=CC(c2ccco2)=NS1(=O)=O | 6.1% | 2.3%
CC(=O)N1CCC(N(Cc2ccc(C)o2)C(=O)Nc2cccc(C(F)(F)F)c2)CC1 | -12.8% | -6.3%
CCN(CC)Cc1ccccc1CNC(=O)CCn1cnc2sc(C)c(C)c2c1=O | -9.1% | -7.5%
Cc1ccc(C(=O)Nc2ccc(S(=O)(=O)O)c3cc(S(=O)(=O)O)cc(S(=O)(=O)O)c23)cc1NC(=O)c1cccc(NC(=O)Nc2cccc(C(=O)Nc3cc(C(=O)Nc4ccc(S(=O)(=O)O)c5cc(S(=O)(=O)O)cc(S(=O)(=O)O)c45)ccc3C)c2)c1 | 7.08µM* | 8.1%

(more compounds)
SMILES | AID inh | UDG counter
Cc1cc(O)c(C(c2ccccc2Cl)N2CCCCC2)c(=O)n1Cc1ccco1 (stereo not given) | 6.6% | ?
COc1ccc(-c2c(C)c3cc(OS(=O)(=O)c4ccc(C)cc4)ccc3oc2=O)cc1OC | -5.5% | -7.0%
O=C(N/N=C/c1cccc(Br)c1)c1cccs1 | -0.9% | -1.6%
COc1cc(/C=C(/C#N)c2ccc(Cl)cc2)cc(OC)c1OC | ? | -12.9%
CCOc1cc(C(c2c[nH]c3ccccc23)c2c[nH]c3ccccc23)ccc1O | 13.1% | -5.9%
CCOc1ccccc1CNC(=O)C1CCCN(c2nnc(C)c3c(C)n(-c4ccccc4)nc23)C1 (stereo not given) | -13.1% | -1.2%
Cc1ccccc1NC(=O)CSc1ccc2c(c1)OCCCO2 | -0.8% | 4.6%
Cc1ccc(C)c(N2CCN(c3ccc(NC(=O)c4cccs4)cc3C(=O)O)CC2)c1 | 10.5% | 9.1%
COc1ccc(OC)c(NC(=O)CSc2nccn2-c2cc(C)cc(C)c2)c1 | ? | -22.7%
Cc1ccc(NS(=O)(=O)c2ccc3c(c2)CCCN3C(=O)C2CCC2)c(C)c1 | -12.8% | -11.7%
CCOc1ccc(/C=C(/C#N)C(=O)c2ccccc2)cc1OC | -8.8% | 3.0%
N#Cc1cccc(NC(=O)C2CCN(c3cnccn3)CC2)c1 | -8.9% | -4.1%
COc1ccc(C2CC(=O)Nc3c2c(C)nn3-c2ccc(Cl)nn2)cc1O (stereo not given) | -9.4% | 5.6%
COc1cccc(-c2ccc3c(N)c(C(=O)Nc4ccc(Cl)cc4F)sc3n2)c1 | -25.1% | -11.5%
Cc1ccc2c(=O)c(C(=O)c3ccc(F)cc3)cn(CC(=O)NC3CCCCC3)c2n1 | 8.1% | 6.5%
Cc1cc(C)cc(NC(=O)Cn2c(=O)n(Cc3ccc4c(c3)OCO4)c(=O)c3oc4ccccc4c32)c1 | -8.8% | 3.8%
CC1=C(C(=O)OC2CCCC2)C(c2ccccc2C(F)(F)F)CC(=O)N1 (stereo not given) | 3.2% | -5.0%
CC(C)CCN1CCN(C(=O)CCCc2ccccc2)CC1 | -1.1% | 2.0%
CNCCCNC(=O)C(=O)Nc1cccc2[nH]ccc12 | -5.1% | -5.9%
c1ccc2nc(SCc3ccc4c(c3)OCCO4)ccc2c1 | -3.3% | -5.7%
Cc1nn(CCC(=O)Nc2cc(F)ccc2F)c(=O)c2nn(-c3ccccc3)c(C)c12 | -26.8% | -10.9%
CCn1c(=N)c(C(=O)NCC2CCCO2)cc2c(=O)n3cc(C)ccc3nc21 (stereo not given) | 108.5%[activator] | 10.1%
CC1CN(C(=O)CCc2ncc(-c3ccc(F)cc3)o2)CCO1 (stereo not given) | -2.3% | 4.5%
CN(C)C(=O)/N=N/C(=O)N(C)C | 2.3% | 12.1%
Cc1cc2oc(=O)cc(CN(C)CC(=O)N(C)C)c2cc1C | -4.9% | 1.6%
CC1CCc2nc3ccccc3c(C(=O)OCC3CCCO3)c2C1 (stereo not given) | -15.4% | -5.9%
Cc1ccc(-c2nnc(Nc3ccc(F)cc3)c3ccccc23)cc1S(=O)(=O)N1CCN(C)CC1 | -9.2%[57.5 µM] | 1.8%[57.5 µM]
O=S(=O)(c1c(Cl)cccc1Cl)N1CCCC1c1nnc2ccccn12 (stereo not given) | -1.7% | 0.5%
CC(Sc1nc2cc(Cl)ccc2s1)C(=O)NC1CCCC1 (stereo not given) | 3.9% | 0.0%
CCOC(=O)C(C)NC(=O)c1cc(OC)c(OC)c(OC)c1 (stereo not given) | 0.5% | 5.0%
O=C(OCc1nc2ccccc2o1)c1c(F)cccc1F | -0.3% | 6.8%
O=C(c1cccc(Cl)c1)N1CCN(CCc2ccccn2)CC1 | 20.3%[57.5 µM] | -11.6%[57.5 µM]
Cc1ccc(C)c(CN2C(=O)c3ccccc3S(=O)c3ccc(C(=O)NCc4ccccc4)cc32)c1 (stereo not given) | -10.8% | -10.5%
Cc1ccc(CNC(=O)Cc2c[nH]c3ccccc23)s1 | -5.0% | -5.6%
COc1ccc(-c2csc3ncnc(Nc4cc(Cl)ccc4OC)c23)cc1 | -4.2% | -2.1%
Cc1ccccc1NC(=O)CSC1=Nc2ccccc2C2=NC(Cc3ccccc3)C(=O)N12 (stereo not given) | -4.8% | -0.4%
O=C(O)Cn1cc(-c2ccccc2)ncc1=O | 10.5% | -3.3%
NCC1(Nc2ccccc2)CCCCC1 | 2.4% | -1.8%
O=C(CSc1nc2c(oc3ccccc32)c(=O)[nH]1)Nc1cccc(Cl)c1 | -28.6% | 6.4%
CCCNc1c(NC(=O)c2ccccc2)c(=O)oc2ccccc12 | 5.3% | 5.8%
NC(=O)c1nn2c(C(F)(F)F)cc(-c3ccc(Br)cc3)nc2c1Cl | 8.0% | 12.2%
CCOC(=O)c1c(C)n(-c2ccccc2)c2ccc(OC(=O)c3cccc(Cl)c3)cc12 | 9.6% | 1.4%

Source: PubChem BioAssay
